From PubChem BioAssay
LmPK inh = LmPK (Leishmania mexicana) enzyme inhibition. Q27686. AID 1721. purified LmPK, Kinase-Glo ATP luminescence, 1 h. Potency, µM (highest dose often 57.5 µM), without a hit: at the top dose activity change, negative = inhibition, usual class: inhibitors. 0.37% of 290,000 active; also: potency is read from the fitted curve at half-maximal effect; % is scaled to controls: 0 for no effect and ±100 for the full control effect
Target sequence (Q27686 whole entry, looked up): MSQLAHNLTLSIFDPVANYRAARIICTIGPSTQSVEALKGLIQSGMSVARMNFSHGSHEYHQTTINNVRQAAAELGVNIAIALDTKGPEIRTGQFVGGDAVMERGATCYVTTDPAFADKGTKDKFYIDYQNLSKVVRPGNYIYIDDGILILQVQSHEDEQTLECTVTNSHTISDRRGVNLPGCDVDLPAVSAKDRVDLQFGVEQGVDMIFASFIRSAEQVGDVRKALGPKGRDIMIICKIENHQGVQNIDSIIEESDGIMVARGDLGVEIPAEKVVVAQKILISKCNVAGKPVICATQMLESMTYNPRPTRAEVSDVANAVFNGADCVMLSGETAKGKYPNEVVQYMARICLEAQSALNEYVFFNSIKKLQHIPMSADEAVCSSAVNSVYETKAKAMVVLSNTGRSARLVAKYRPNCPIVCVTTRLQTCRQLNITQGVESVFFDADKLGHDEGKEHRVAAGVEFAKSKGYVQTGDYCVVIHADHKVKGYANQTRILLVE
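Screened at intermediate enzyme activity to detect both inhibitors and activators: LmPK at 0.1 nM, with a 0.5 nM enzyme column as activation reference. PEP 0.5 mM, ADP 0.1 mM; ATP detected by luminescence after 1 h.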
Shiga inhibitor = Shiga toxin inhibition | Vero cells, Shiga toxin protein synthesis inhibition reporter | inhibition, % at 38.7 µM | 9.2% of 290,000 active | AID 2315; in the data active = inhibition mostly above about 28%, no sharp cut-off; inactive = mostly below about 43%; also: 0% is about no effect
Cycloheximide cs = counter-screen for Shiga toxin inhibitors: cycloheximide protein synthesis inhibition. cell reporter, cycloheximide protein synthesis inhibition counterscreen. max response, %. 12% of 300,000 active; in the data active = max response mostly above about 13%, no sharp cut-off; inactive = mostly below about 14%; also: read at 38.3 µM for the half of the compounds with a filed dose; 0% is about no effect
Pf growth 96h = inhibits malaria parasite growth, 96 h; Potency, µM (doses to about 28.7 µM), for inactives: top-dose activity change, negative = inhibition, actives largely listed as inhibitors; 6.9% of 320,000 active; P. falciparum luciferase reporter growth, 96 h; AID 504834; also: potency is read from the fitted curve at half-maximal effect; % is scaled to controls: 0 for no effect and ±100 for the full control effect
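P. falciparum expressing integrated firefly luciferase, in erythrocytes at 2% hematocrit, 0.05% parasitemia, incubated with compounds 96 h at 37 C, 5% CO2. Growth inhibition read as loss of luminescence; two-generation exposure targets delayed-death apicoplast inhibitors.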
TbPYK inhibitor = blocks Trypanosoma brucei pyruvate kinase; Potency, µM (series often up to 76.8 µM), for the others: top-dose activity, negative = inhibition, most hits filed as inhibitors; 0.12% of 410,000 active; Q57TT1; TbPYK enzyme, Kinase-Glo Plus ATP luminescence, 45 min; also: potency is read from the fitted curve at half-maximal effect; % is scaled to controls: 0 for no effect and ±100 for the full control effect; nearly all actives have a fitted effect of over 50% in size
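ADP (130 uM final) triggers the TbPYK reaction after compound addition; incubation is 45 min at room temperature. Kinase-Glo Plus is then added and luminescence imaged. Normalized data are fitted to concentration-effect curves.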
AmpC inh no detg = inhibitors of E. coli AmpC beta-lactamase without detergent; AID 485341; 0.52% of 330,000 active; AmpC nitrocefin hydrolysis, absorbance 480 nm, 0.0001% Triton; Potency, µM (doses to about 57.1 µM), for the others: at the highest dose activity change, negative = inhibition, most hits filed as inhibitors; P00811;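 also: potency is read from the fitted curve at half-maximal effect; plate controls were no compound for no effect and no enzyme for full effect; nearly all actives have a fitted effect of over 20% in size; some results filed as inactive show a strong effect at the top dose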
Target sequence (P00811 whole entry, looked up): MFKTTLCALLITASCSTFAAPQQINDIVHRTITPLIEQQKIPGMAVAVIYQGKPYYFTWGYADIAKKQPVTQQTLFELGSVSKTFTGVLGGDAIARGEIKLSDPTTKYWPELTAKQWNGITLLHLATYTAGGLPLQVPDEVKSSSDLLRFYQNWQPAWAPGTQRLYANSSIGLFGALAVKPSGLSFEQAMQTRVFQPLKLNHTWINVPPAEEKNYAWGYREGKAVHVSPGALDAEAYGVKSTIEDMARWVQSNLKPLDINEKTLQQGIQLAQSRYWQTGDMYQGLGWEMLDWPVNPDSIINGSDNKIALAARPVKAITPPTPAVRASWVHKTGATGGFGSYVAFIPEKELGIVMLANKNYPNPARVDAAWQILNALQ
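20 mM phosphate pH 7.0 + 0.01% (detergent screen) or 0.0001% Triton X-100; 5.3 nM AmpC reagent; cpd preinc 15 min RT; nitrocefin (800 uM stock) to start; A480 q20 s × 4 min; Activity was normalised to no-enzyme and no-compound control wells.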
Pf growth 48h = inhibits P. falciparum growth in the first generation, 48 h; P. falciparum luciferase growth in erythrocytes, 48 h; Potency, µM (titrated, usually from 28.7 µM), without a hit: top-dose activity change, negative = inhibition, most hits filed as inhibitors; 5.9% of 310,000 active; also: potency is read from the fitted curve at half-maximal effect; % is scaled to controls: 0 for no effect and ±100 for the full control effect
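First compound was added to culture medium, then infected red cells at 0.1% parasitemia and 2% hematocrit (final). After incubation at 37 C under 5% CO2, luciferase detection reagent was dispensed and light output recorded.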
Numbers without * were called inactive; ? = inconclusive; · = no result given; & = joins results of further samples; [ ] = dose if it differs, or a comment. Unless noted, calls follow the shape of the dose curve; as a rule, active = well fitted curve in the direction sought with a large enough effect; inconclusive = small, poorly fitted or top-dose-only effect, or another doubt; inactive = no such curve, though single readings can be large; an effect the other way counts as inactive or inconclusive.

Each structure is followed by: AmpC inh no detg | Pf growth 48h | Cycloheximide cs | Pf growth 96h | LmPK inh | TbPYK inhibitor | Shiga inhibitor
CC(C)CCNC(=O)C1CCCN(S(=O)(=O)c2ccc(-n3cnnn3)cc2)C1 (stereo not given)
  -5% | 1% | -2 | -1% | 5% | 9% | -1
O=C1CN(C(=O)c2cc([N+](=O)[O-])ccc2Cl)C(c2ccc(F)cc2)c2cc(F)ccc2N1 (stereo not given)
  -44% | ? | -3 | ? | 0% | -13% | 10
CCO[C@H]1OC(C(=O)NCc2ccccc2)=C[C@@H](c2cn(C(C)=O)c3ccccc23)[C@@H]1CCCO
  153%[activator] | ? | 2 | ? | 4% | -5% | -7
CCc1nc(N2CCCCC2)c2oc3ccccc3c2n1
  · | -21% | -3 | -19% | 1% | -14% | -9
COCCOC(=O)c1[nH]c2c(c1C)C(=O)C(C(=O)OC)C(C)C2 (stereo not given)
  -10% | · | 34* | ? | 3% | -7% | 74*
Clc1ccc(OCc2nc(-c3ccccn3)n[nH]2)cc1
  -9% | -2% | 40* | · | -4% | -2% | 21*
COc1ccc(CCNC(=O)Cc2ccccc2)cc1OC
  -4% | 0% | -1 | 74%[activator] | 5% | -6% | ·
COc1ccc(CCn2nnnc2C(c2ccccc2)N2CCN(C)CC2)cc1OC (stereo not given)
  -15% | 0% | 7 | ? | -3% | 0% | 39
Cc1cccc(C)c1NC(=O)CN(C)C(=O)CSC(=S)N1CCCC1
  5% | 2% | · | 3% | · | -12% | ·
O=C(c1ccc(F)cc1F)C1CCN(c2ccc([N+](=O)[O-])cn2)CC1
  -24% | 27% | 6 | 14% | -1% | -1% | 1

Exported with each value named: entries from further up
> COc1ccc(CCNC(=O)Cc2ccccc2)cc1OC
  AmpC inh no detg: -4%
  Pf growth 48h: 0%
  Cycloheximide cs: -1
  Pf growth 96h: 74%[activator]
  LmPK inh: 5%
  TbPYK inhibitor: -6%
  Shiga inhibitor: ·

> COc1ccc(CCn2nnnc2C(c2ccccc2)N2CCN(C)CC2)cc1OC (stereo not given)
  AmpC inh no detg: -15%
  Pf growth 48h: 0%
  Cycloheximide cs: 7
  Pf growth 96h: ?
  LmPK inh: -3%
  TbPYK inhibitor: 0%
  Shiga inhibitor: 39

Next part
Each structure is followed by: AmpC inh no detg | Pf growth 48h | Cycloheximide cs | Pf growth 96h | LmPK inh | TbPYK inhibitor | Shiga inhibitor
C/C(=N\O)C(C)(C)Nc1ccccc1F
  -14% | 5% | -2 | 15% | -1% | -8% | -6
c1ccc(SCc2nc(-c3ccncc3)no2)cc1
  -7% | -31% | 44* | · | -3% | 0% | 84*
CCCCOc1ccc(C2(C(=O)O)CCCC2)cc1
  -22% | 7% | -3 | ? | 11% | -21% | -4
O=C(O)/C=C/c1ccc(OCCCF)cc1
  -12% | 16% | 1 | 18% | 9% | -15% | 96
CC(NC(=O)COc1ccc(Oc2ccccc2)cc1)C(=O)O (stereo not given)
  -5% | 21% | -1 | 21%[5.75 µM] | -2% | -6% | -9
CC(OC(=O)c1ccc2c(=O)n3c(nc2c1)CCCCC3)C(=O)Nc1ncc(Cl)cc1Cl (stereo not given)
  -45% | -1% | -2 | 28% | 1% | -6% | -8
COc1ccc(NC(=O)C(=O)Nc2cccc3cccnc23)c(OC)c1
  -13% | 74%[activator] | -3 | ? | 3% | 1% | ·
Cc1n[nH]c(C)c1C(=O)CC1(O)C(=O)N(CCc2ccccc2)c2ccc(Cl)cc21 (stereo not given)
  108%[activator] | ? | -1 | 7% | 1% | -8% | 11
Cc1cc([N+](=O)[O-])cnc1N1CCOCC1
  -8% | -4% | -3 | -12% | 2% | 0% | -11
O=C1CC(NS(=O)(=O)c2cccs2)CN1c1ccc(Cl)cc1 (stereo not given)
  -5% | ? | · | -4% | · | 2% | ·
O=C1CCc2cc(S(=O)(=O)N3CCN(C(=O)c4ccco4)CC3)ccc2N1
  -12% | -12% | -9 | 21% | 1% | -18% | 27
O=C(Nc1nnc(SCC(=O)N2CCCCC2)s1)c1c(F)cccc1F
  -22% | 24% | 9 | 5% | -3% | -1% | -3
Cc1cc(C)c2c(n1)sc1c(N3CCN(CCO)CC3)ncnc12
  -17% | 3% | -2 | 24% | -1% | -1% | -10
Cc1cccc(C(=O)N/C(=C\c2ccco2)C(=O)N2CCCCCC2)c1
  -1% | -14% | 5 | ? | 3% | -12% | 26
COc1ccc(-c2csc(NC(C)=O)n2)cc1OC
  -10% | 29% | 21* | · | -2% | 0% | 20
CCOC(=O)c1csc(N/N=C2\CCc3ccccc32)n1
  -2% | · | 31* | 13µM* | 1% | -3% | 38*
COc1ccc(/C=N/NC(=O)CCCCCNC(=O)c2ccccc2)cc1
  -20% | -4% | -1 | 39%[activator] | -4% | 5% | -15
Cc1nnc(SCC(=O)Nc2ccc3c4c(cccc24)CC3)n1C
  13% | 5% | -3 | -14% | 0% | -4% | -5
CC(=O)Nc1ccc2nc(NC(=O)COc3cccc(C)c3)sc2c1
  -20% | -10% | 14 | ? | 2% | -2% | -4
COc1cc2c(cc1OC)C1=NC(=O)CN1C(SCc1ccccc1)=N2
  29% | 10µM* | -3 | · | -6% | -9% | 1
COc1ccc(C2(C(=O)Nc3c(C)n(C)n(-c4ccccc4)c3=O)CCCC2)cc1OC
  1% | -3% | -1 | 5% | -3% | 1% | 11
O=S(=O)(c1ccc2c(c1)CCN2)N1CCOCC1
  -12% | 5% | · | 14% | · | 0% | ·
Cc1cc(Br)ccc1SCC(=O)OCC(=O)c1c(N)n(C)c(=O)n(C)c1=O
  75%[activator] | 4% | -2 | -1% | -9% | 3% | -8
Cc1ccc(/C=N/NC(=O)c2cccc3ccccc23)o1
  -22% | 12% | -9 | 6% | -13% | -2% | 6
Cc1cc(C(=O)N2CCN(Cc3ccc4c(c3)OCO4)CC2)cs1
  37% | 3% | 0 | -48% | 1% | -1% | -17
CC1(c2ccccc2)NC(=O)N(NC(=O)CSc2n[nH]c(N)n2)C1=O (stereo not given)
  -19% | 2% | -1 | 101%[activator] | 1% | -1% | 6
COc1cc2c(cc1OC)C(C(=O)Nc1ccccc1N1CCN(C)CC1)C1c3ccccc3CCN1C2=O (stereo not given)
  47% | ? | -4 | 307%[activator] | -1% | -4% | 15
COc1ccc(S(=O)(=O)N2CC(O)CC2C(=O)OCC(=O)Nc2ccc(Cl)cn2)cc1 (stereo not given)
  -1% | 7% | -1 | 1.5µM* | 8% | 2% | -6
Cn1c(=O)c2c(nc(NC3CCCC3)n2C)n(C)c1=O
  -1% | 12% | 25* | 6% | 4% | -6% | -3
COc1cccc2c1OCC(C(=O)O)C2 (stereo not given)
  -22% | -6% | 1 | 33%[activator] | -3% | 0% | -12
CC(C)Cc1nc(SCC(=O)N2CCOCC2)c2c(=O)n(C)c(=O)n(C)c2n1
  1% | 29% | -1 | ? | 2% | -8% | -7
C#CCSc1nc(-c2cccs2)ccc1C#N
  -23% | 15% | 0 | 10% | 1% | -1% | -1
O=C(Nc1ccc(F)c(Cl)c1)c1cncs1
  -14% | -12% | 4 | 14% | 9% | -16% | -2
CC(=O)CN1C(=O)NC(c2ccccc2)(c2ccccc2)C1=O
  -13% | 19% | -1 | 18% | -2% | 1% | 4
S=C(Nc1ccccc1)N1CCCCCCC1
  -22% | -5% | -2 | ? | 4% | -1% | -10
COc1cc(C2C(C#N)=C(C)NC3=C2C(=O)CC(C)(C)C3)cc(OC)c1O (stereo not given)
  -5% | -25% | 11 | 28% | -2% | -11% | 3
CCN(CC)CCCNC(=O)c1sc2ncn(CC(=O)Nc3ccc(C)c(Cl)c3)c(=O)c2c1C
  91%[activator] | 13µM* | -5 | -5% | 2% | -7% | -10
Cc1cc(C(=O)N2CCN(c3ccccc3)CC2)no1
  -14% | 6% | -4 | 46%[activator] | 0% | -11% | 2
Cc1csc(NC(=O)c2cc3ccccc3o2)n1
  -49% | 37%[activator] | · | 91%[activator] | · | -9% | ·
COc1ccc(C(=O)N(CCCO)C(C)C(=O)NC2CCCCC2)cc1OC (stereo not given)
  -13% | 10% | -3 | -15% | -4% | 1% | -2
COc1cc(NC(=O)C(C)Oc2ccccc2)ccc1NC(=O)COc1ccccc1 (stereo not given)
  -4% | ? | 1 | 24% | 0% | 1% | 18
Cc1ccc(Cn2cccc(NC(=O)NC3CCCCC3)c2=O)cc1
  -25% | 1% | -2 | 86%[activator] | 5% | -2% | 30
CCC(C)(C)n1nnnc1C(c1ccc(C)cc1)N1CCCC1 (stereo not given)
  17% | ? | -1 | ? | -7% | 8% | -3
CC1=C(c2ccc(C(C)C)cc2)S(=O)(=O)N=C1N1CCN(C(=O)c2ccco2)CC1
  90%[activator] | -5% | -7 | 5% | -13% | -10% | -2
CCOCCCNC(=O)c1cn(CC(C)C)c(=O)c2c1c1ccccc1n2C
  43% | -20% | 2 | 0% | -5% | 3%&0% | -4
CC(=O)Nc1ccc(C)c(NC(=S)Nc2ccc(F)cc2)c1
  65%[activator] | 15% | -3 | 23% | 0% | 1% | -4
Cc1ccc(CSc2nc3sc(C)c(C)c3c(=O)n2Cc2ccco2)cc1
  -12% | ? | 1 | ? | -2% | · | -13
Cc1c(C)c2ccc(OC(C)C(=O)NC3CC(C)(C)NC(C)(C)C3)cc2oc1=O (stereo not given)
  -16% | ? | -3 | 4% | 0% | -6% | -3
O=C(Nc1ccc2c(c1)OCCO2)NC1CCCCC1
  -41% | 138%[activator] | 44* | ? | -10% | -18% | 53*
CC(=O)Nc1cccc(N2C(=O)CC(Cc3ccccc3)C2=O)c1 (stereo not given)
  -10% | 10% | -6 | ? | 2% | 2% | 5

(continued)
Each structure is followed by: AmpC inh no detg | Pf growth 48h | Cycloheximide cs | Pf growth 96h | LmPK inh | TbPYK inhibitor | Shiga inhibitor
COc1ccccc1NC(=O)/C(C#N)=C/c1cc([N+](=O)[O-])ccc1N1CCCC1
  -32% | 6% | -4 | ? | 3% | 2% | -7
CCCCC(=O)NC(=S)Nc1ccccc1C(=O)Nc1ccccc1
  -27% | 34% | 16 | ? | 5% | -4% | 7
CCSc1nnc(NC(=O)Cn2cnc3c2c(=O)n(C)c(=O)n3C)s1
  -18% | -15% | -3 | -1% | 0% | -3% | 3
O=C(CSc1ccccc1)NCc1ccccc1
  -8% | 83%[activator] | 18* | ? | -1% | -3% | ·
CN1CC(=O)N(CCOc2ccccc2)C1=O
  -23% | 4% | -2 | ? | 1% | 0% | -18
N#Cc1c(/N=C/c2ccco2)oc(-c2ccccc2)c1-c1ccccc1
  -46% | 17µM* | -2 | 27% | 2% | 4% | -9
COCCNC(=O)C(c1ccc(C)cc1)N(C(=O)CCC(=O)Nc1ccccn1)c1ccc(C)cc1 (stereo not given)
  3% | -13% | -4 | 41%[activator] | 1% | 0% | -9
CC1(C)CC(Cc2nc(=S)[nH][nH]2)C(=O)O1 (stereo not given)
  2% | 2% | -2 | 0% | -1% | -5% | 20
O=C(O)C1C2C=CC(C2)C1C(=O)Nc1ccc(C(=O)N2CCCCC2)cc1 (stereo not given)
  ? | 10% | -1 | · | 0% | -13% | -11
CC(C)Oc1cc(-n2c(=S)[nH]c3ccccc3c2=O)c(Cl)cc1Cl
  -56% | 5.9µM* | -3 | 4.7µM* | -1% | -6% | -10
